D1 ag: Allosteric Agonists of the Human D1 Dopamine Receptor: qHTS. D(1A) dopamine receptor (Homo sapiens), P21728. HEK293 T-REx D1 cells, calcium flux, agonist mode. activation, % at 2 µM. actives 1% (n = 360,000). AID 504660, 2011; note: 0% is about no effect
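Tetracycline-induced HEK293 TREx D1 cells, force-coupled to calcium signalling, were dye-loaded with a no-wash calcium kit. Compound was pin-added after a 10 s baseline. Fluorescence was read kinetically at 1 cycle/s for 180 s, with calcium rises flagged as agonism.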
D1 antagonist: Antagonist of Human D 1 Dopamine Receptor: qHTS; D(1A) dopamine receptor (Homo sapiens), P21728; HEK293 TREx D1 cells, calcium flux, dopamine EC80; hits give low values; activity change, negative = inhibition, % at 10 µM; actives 3.2% (n = 360,000); AID 504652, 2011; in the data active = activity change below about -30%; note: % is set by controls: 0 for no effect and ±100 for the full control effect
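Using tetracycline-induced force-coupled D1 Hek293 cells and a calcium dye, signals were followed for 180 s after compound, then for 180 s after EC80 dopamine, to detect inhibitors.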
TRHR agonist: qHTS for Small Molecule Agonists and Allosteric Enhancers of Human TRH Receptor: Primary Screen for Agonists; actives 0.18% (n = 360,000); TRHR cells, calcium flux fluo-8, FDSS agonist mode; activation, % at 2 µM; Thyrotropin-releasing hormone receptor (Homo sapiens), P34981; note: 0% is about no effect
Target sequence (P34981 whole entry, looked up): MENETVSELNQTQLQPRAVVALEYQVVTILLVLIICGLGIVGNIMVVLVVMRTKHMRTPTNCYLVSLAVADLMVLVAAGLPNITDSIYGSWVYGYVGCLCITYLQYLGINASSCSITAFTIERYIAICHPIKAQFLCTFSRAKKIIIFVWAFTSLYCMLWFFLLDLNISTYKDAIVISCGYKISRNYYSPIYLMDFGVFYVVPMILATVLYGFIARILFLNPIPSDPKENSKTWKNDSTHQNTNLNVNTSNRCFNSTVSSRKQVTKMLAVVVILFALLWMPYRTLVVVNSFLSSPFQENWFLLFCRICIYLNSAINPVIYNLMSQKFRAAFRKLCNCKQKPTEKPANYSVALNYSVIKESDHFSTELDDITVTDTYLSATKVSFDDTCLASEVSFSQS
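In this calcium-flux screen, cells bearing human TRHR are dye-loaded with fluo-8, baselined for 10 cycles, then exposed to library compounds; positive kinetic calcium responses during the agonist phase mark hits, with TRH as control.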
D1 potentiator: Potentiators of Human D1 Dopamine Receptor: qHTS | HEK293 TREx D1 cells, calcium flux, dopamine EC20 potentiation | potentiation, % at 10 µM | actives 0.036% (n = 360,000) | AID 504651, 2011; in the data active = potentiation above about 30%; note: 0% is about no effect
D2 agonist: HTS Assay for Allosteric Agonists of the Human D2 Dopamine Receptor: Primary Screen for Agonists | D(2) dopamine receptor (Homo sapiens), P14416 | HEK293 T-REx D2 cells, calcium flux agonist mode | activation, % at 2 µM | actives 0.53% (n = 340,000) | AID 485358, 2010;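 active = activation over 3 SD above normal in the single-dose calcium agonist read, cut at about 30% in these data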; note: 0% is about no effect
Target sequence (P14416 whole entry, looked up): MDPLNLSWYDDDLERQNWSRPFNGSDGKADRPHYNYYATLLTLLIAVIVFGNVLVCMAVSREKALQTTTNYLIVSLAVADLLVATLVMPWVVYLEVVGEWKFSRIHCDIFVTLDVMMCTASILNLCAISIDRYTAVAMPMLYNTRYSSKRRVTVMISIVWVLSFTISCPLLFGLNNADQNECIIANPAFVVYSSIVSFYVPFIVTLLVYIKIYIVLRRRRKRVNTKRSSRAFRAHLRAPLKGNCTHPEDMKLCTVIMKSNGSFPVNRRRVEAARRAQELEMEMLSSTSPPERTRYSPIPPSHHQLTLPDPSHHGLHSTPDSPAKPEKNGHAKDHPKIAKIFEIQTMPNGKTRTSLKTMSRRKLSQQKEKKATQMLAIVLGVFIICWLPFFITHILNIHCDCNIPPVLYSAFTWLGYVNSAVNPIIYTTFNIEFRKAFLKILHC
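Agonism is scored from calcium flux in a force-coupled, inducible HEK293 cell line expressing D2, read kinetically for 180 s after compound addition against dopamine controls.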
TRHR enhancer: qHTS for Small Molecule Agonists and Allosteric Enhancers of Human TRH Receptor: Primary Screen for Enhancers; Thyrotropin-releasing hormone receptor (Homo sapiens), P34981; TRHR cells, fluo-8 calcium fluorescence, EC20 TRH enhancement; enhancement, % at 2 µM; actives 0.66% (n = 360,000); AID 493056, 2011; in the data active = enhancement above about 30%; note: 0% is about no effect
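TRHR-expressing cells loaded with fluo-8 calcium dye were read kinetically (ex 480/em 530) during compound addition, then stimulated with an EC20 of TRH (10 nM final). Enhancement of the Gq-mediated intracellular calcium response was scored.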
RXFP1 antagonist: qHTS Assay for Antagonists of the Relaxin Receptor RXFP1. Relaxin receptor 1 (Homo sapiens), Q9HBX9. HEK293-RXFP1, relaxin-stimulated cAMP HTRF, 30 min; hits give low values. activity change, negative = inhibition, % at 57.5 µM. actives 0.59% (n = 350,000). AID 1259400, 2018;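 active = activity change of -60% or lower, but not beyond a set lower limit; inconclusive = change between -60% and -40%, or beyond the set limit; inactive = change above -40%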; note: % is set by controls: 0 for no effect and ±100 for the full control effect
D2 antag: HTS Assay for Allosteric Antagonists of the Human D2 Dopamine Receptor: Primary Screen for Antagonists | HEK293 TREx D2 cells, calcium flux, dopamine EC80 | actives 2% (n = 340,000) | D(2) dopamine receptor (Homo sapiens), P14416 | inhibition, % at 10 µM; in the data active = inhibition above about 30%; note: 0% is about no effect
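Calcium mobilization kinetics were recorded at 1 s intervals in tetracycline-induced HEK293 T-REx D2 cells, first for 180 s after compound addition and then 180 s after EC80 dopamine.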
D2 PAM: HTS Assay for Positive Allosteric Modulators of the Human D2 Dopamine Receptor: Primary Screen for Potentiators; D(2) dopamine receptor (Homo sapiens), P14416; actives 0.34% (n = 340,000); HEK293 T-REx D2, calcium flux, EC20 dopamine potentiation; potentiation, % at 10 µM;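 active = potentiation over 3 SD above the plate norm, cut at about 30% in these data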; note: 0% is about no effect
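Potentiation of an EC20 dopamine calcium response measured kinetically over 180 s, after a preceding 180 s compound-only read flagging agonists. Cells: inducible Hek293 Trex D2 line, 4000/well, cultured overnight at 30 C before dye loading.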
* hit, by the source's call; u = inconclusive; x = not tested or not shown; & = joins results of further samples. Cut-off read from the data, not from the text of the source, unless noted: active = activation above about 30%; inactive = the rest.

SMILES	D1 ag	D1 antagonist	TRHR agonist	D1 potentiator	D2 agonist	TRHR enhancer	RXFP1 antagonist	D2 antag	D2 PAM
CCCCC(=O)Nc1nn(CCC)c2nc3ccccc3cc12	7.3	-2.9	-0.1	8.6	-2.0	9.6	11.1	5.2	8.6
Cc1ccc(C)c(Cn2cc(CCC(=O)NC3CCCCC3)c3ccccc32)c1	-0.7	-8.5	-0.6	-1.0	0.0	-6.2	9.0	x	-2.6
COCCCN1C(=O)C(=O)/C(=C(/O)c2ccc(S(=O)(=O)N3CCCCC3)cc2)C1c1ccc(OC)cc1 (configuration not stated)	5.8	-2.9	0.4	-6.5	-0.5	-7.5	-11.9	-17.5	-17.7
COc1cccc(CN2CCc3ccc(NC(=O)CCc4ccc(C)cc4)cc3C2)c1O	2.2	-31.4*	-0.2	2.8	-0.3	7.5	5.7	30.6*	-19.6
Cc1cc(=O)[nH]c2nnc(SCC(=O)Nc3ccc(F)cc3F)n12	1.1	x	0.3	-1.8	1.4	1.6	8.6	x	9.0
CCCN(Cc1nnc(-c2cccs2)o1)C(=O)CN1C(=O)NC2(CCCCC2)C1=O	0.7	1.3	0.1	1.6	0.9	9.9	9.1	31.4*	2.2
COCCNC(=O)c1cc(-c2ccccc2)n(CC2CC(c3ccc(OC)cc3)=NO2)n1 (configuration not stated)	4.6	0.1	-0.5	2.3	-0.4	-2.7	x	2.0	-9.8
O=C(O)CSc1nc2ccccc2s1	1.5&3.1	10.3&-0.9	-0.5&-1.8	1.6&2.5	0.3&-1.2	0.0&24.2	-1.9	1.5&-8.5	-1.9&4.7
COc1ccccc1N(CC(=O)N1CCN(c2ccc(F)cc2)CC1)S(=O)(=O)c1ccc(C)cc1	9.5	-1.4	3.0	-1.6	x	2.9	-9.4	x	4.3
Cc1cc2nc(-c3ccccc3)cc(=O)n2[nH]1	0.7	-13.7	0.7	-4.8	-0.6	19.7	-4.3	-1.5	-12.8
CC(=O)Oc1ccc(C(=O)O)cc1OC(C)=O	4.7	4.7	0.3	-6.3	0.3	6.5	-14.3	6.1	-6.1
COc1ccccc1NC(=O)CSc1nc(=O)n(Cc2ccncc2)c2c1CCCC2	1.8	37.4	-0.9	1.2	0.5	10.2	-4.6	-2.5	4.7

Only TRHR agonist (3 entries from above):
molecule	TRHR agonist
Cc1ccc(C)c(Cn2cc(CCC(=O)NC3CCCCC3)c3ccccc32)c1	-0.6
COCCCN1C(=O)C(=O)/C(=C(/O)c2ccc(S(=O)(=O)N3CCCCC3)cc2)C1c1ccc(OC)cc1 (configuration not stated)	0.4
COc1cccc(CN2CCc3ccc(NC(=O)CCc4ccc(C)cc4)cc3C2)c1O	-0.2

Next section.
SMILES	D1 ag	D1 antagonist	TRHR agonist	D1 potentiator	D2 agonist	TRHR enhancer	RXFP1 antagonist	D2 antag	D2 PAM
CC(=O)Nc1ccc(C(=O)CSc2nnc(Cn3nnc4ccccc43)n2C)cc1	2.4	9.3	0.0	25.6	0.8	7.6	-14.0	6.0	-2.5
COc1ccccc1-c1c(C)oc2c(CN3CCN(CCO)CC3)c(O)ccc2c1=O	0.0	-2.4	0.2	-3.8	1.5	5.6	14.6	1.4	-15.4
COc1ccc(/C=C\C(=O)NC2CC(=O)N(c3ccccc3)C2)cc1OC (configuration not stated)	-3.5	x	0.0	-3.5	-0.1	-4.4	-7.5	x	-15.4
Cc1ccc(OCC(=O)NCCNC(=O)c2ccco2)cc1	4.2	-15.6	-1.3	x	0.5	-7.6	-0.8	-3.7	3.5
Cc1cc(OCC(=O)Nc2ccc(OCc3ccccc3)cc2)nc(C(C)C)n1	3.4	-3.3	-0.7	-1.9	0.7	7.2	8.2	-9.3	-6.3
COCCn1c(SCC(=O)Nc2ccccc2C)nc2c(oc3ccccc32)c1=O	-0.4	-6.7	0.3	-5.4	-0.3	-1.6	-2.1	16.0	2.4
COc1ccc(CNC(=O)c2ccc3c(c2)CCN3S(=O)(=O)c2ccccc2)cc1	5.9	-8.4	1.5	0.5	-0.3	8.2	2.1	x	-1.0
Cc1ccc(S(=O)(=O)N(C)CCCC(=O)Nc2cccc3ccccc23)cc1	8.9	-1.6	-0.1	-2.3	-1.5	-2.0	-9.5	-5.9	11.1
CCc1nnc(NS(=O)(=O)c2ccc(N=Cc3c(C)[nH]n(-c4cccc(Cl)c4)c3=O)cc2)s1	0.6	8.9	-2.3	-1.6	-1.2	3.3	-7.2	-5.0	3.7
CC1=C(C#N)C(NC(=O)c2ccc(Cl)cc2)(C(F)(F)F)C(=O)N1 (configuration not stated)	4.8	1.9	-0.2	-11.4	x	4.9	-18.5	x	x
CCCCNC(=O)c1sc2nc(C)cc(COC)c2c1-n1cccc1	0.7	8.0	-0.8	-2.8	-2.9	1.3	-8.1	2.3	-12.9
CN(C)c1ccc(CNC(=O)Cn2c(=O)oc3cc(S(=O)(=O)NCc4ccccc4)ccc32)cc1	0.0	-12.0	-0.4	0.9	x	-6.9	u	x	9.1

Look-ups from the entries so far.
Reading for CN(C)c1ccc(CNC(=O)Cn2c(=O)oc3cc(S(=O)(=O)NCc4ccccc4)ccc32)cc1 under D1 potentiator: 0.9
Reading for CC1=C(C#N)C(NC(=O)c2ccc(Cl)cc2)(C(F)(F)F)C(=O)N1 (configuration not stated) under TRHR enhancer: 4.9
Reading for COc1ccc(CNC(=O)c2ccc3c(c2)CCN3S(=O)(=O)c2ccccc2)cc1 under D1 potentiator: 0.5
Reading for Cc1ccc(S(=O)(=O)N(C)CCCC(=O)Nc2cccc3ccccc23)cc1 under RXFP1 antagonist: -9.5
Reading for COc1ccccc1-c1c(C)oc2c(CN3CCN(CCO)CC3)c(O)ccc2c1=O under TRHR enhancer: 5.6

Continuation.
SMILES	D1 ag	D1 antagonist	TRHR agonist	D1 potentiator	D2 agonist	TRHR enhancer	RXFP1 antagonist	D2 antag	D2 PAM
COC(=O)c1ccccc1-c1ccc(/C=C2\C(=O)N(c3ccccc3)N=C2c2ccccc2)o1	1.5	-2.7	-0.1	0.1	0.0	-0.4	-8.1	9.8	14.6
COC(=O)C(CSCc1ccccc1)NC(=O)CSc1nc(N)cc(=O)[nH]1 (configuration not stated)	1.6	6.8	-0.2	0.8	0.1	18.4	-8.3	-18.3	9.8
CN(C)CCCNc1cc(N2CCN(C3CCCCC3)CC2)c2noc3c2c1C(=O)c1ccccc1-3	2.1	6.9	0.2	-0.7	0.1	3.5	u	x	-2.7
Cc1c(C(=O)Nc2ccccc2Cl)oc2ccc(S(=O)(=O)N3CCCCC3)cc12	2.7	5.2	1.1	0.8	-0.1	5.1	1.8	x	7.7
Cc1nc(-c2ccccc2)sc1CCNS(=O)(=O)c1ccccc1	4.0	-6.8	-0.3	-3.1	-0.3	-2.9	x	x	5.5
C/C(=N\O)C1CC(CC(=O)O)C1(C)C (configuration not stated)	2.5	13.5	-1.3	1.1	2.6	5.6	6.5	-10.1	4.8
CCn1c(O)c(C(C#N)=C2N=c3ccccc3=N2)c2ccccc21	1.6	-4.0	0.5	-0.4	-0.1	0.4	-10.0	6.2	-8.4
O=C(COc1ccc(Br)cc1)N(Cc1ccccc1)c1ccccn1	-0.9	-8.2	0.1	-1.3	-0.1	-1.3	x	-0.9	11.6
COc1ccc2oc(C(=O)OCC(=O)N3CCCCC3)c(C)c2c1	1.9	16.5	-0.1	-4.9	-0.6	-3.4	-12.8	31.3*	-1.2
CC(C)C[C@H](NC(=O)N1CCn2c1nc1ccccc12)C(=O)NC1CC1	-0.2	1.7	0.9	9.3	-0.2	-4.3	6.2	-10.2	0.7
CC(=Nc1ccccc1C)C1=C(O)CSC1=O	0.3	x	0.4	3.1	0.0	17.0	6.9	-1.5	-6.3
Cc1ccc(S(=O)(=O)Nc2ccc(-c3ccc(N4CCCCCC4)nn3)cc2)cc1C	-1.5	20.1	0.5	1.5	2.0	9.4	-10.1	x	-3.8
O=C(NNC(=O)c1ccccc1Cl)c1ccco1	1.6	0.1	0.3	-1.6	0.5	-14.4	-23.7	-1.5	-1.9
Cc1c(C=O)c2ccccc2n1CC(=O)NCc1ccccc1	1.5	11.4	-0.2	-4.3	0.6	-1.6	0.2	22.7	1.6
COc1ccc(S(=O)(=O)Nc2nnc(C(C)C)s2)cc1	0.4	-2.5	0.1	-5.8	-0.7	-4.0	-2.7	-1.8	6.2
CC(=O)c1ccc(OCCCOc2cccc3cccnc23)cc1	8.5	-24.9	-1.7	4.0	-0.6	-0.7	-4.8	12.6	0.1
COc1ccc2cc(CN(CC3COCCO3)S(=O)(=O)c3ccccc3)c(=O)[nH]c2c1 (configuration not stated)	1.8	-6.5	0.3	1.4	-1.0	0.2	-2.4	2.0	-1.0
COC(=O)CCC(=O)OC1(C)C(=O)C=C2C=C(C3CC3)N(C(CO)CO)C=C2C1=O (configuration not stated)	1.9	7.8	0.2	1.9	1.6	-0.2	x	-2.2	3.1
CCOC(=O)COc1ccc2cc(C(=O)OCC)c(=O)oc2c1	0.1	10.5	-0.1	1.2	-0.2	-3.8	x	-6.2	14.0
CCOC(=O)C1=C(CS(=O)(=O)c2ccc(F)c(C)c2)NC(=O)NC1c1ccc(O)c(O)c1 (configuration not stated)	-1.4	-17.9	-0.7	8.7	-1.5	1.1	x	-13.9	-8.5
O=C(CCCc1nc(-c2ccccc2)no1)Nc1cc(C(F)(F)F)cc(C(F)(F)F)c1	15.1	-17.7	2.2	-0.3	1.5	1.7	u	x	-2.5
Cc1cc(=O)[nH]c2nnc(SCC(N)=O)n12	-2.2	x	0.1	1.6	1.1	-1.1	7.3	x	-2.0
Cc1sc2ncnc(NCCCn3ccnc3)c2c1C	-0.2	6.7	0.0	2.5	0.2	-3.8	9.2	-0.3	-1.6
O=C(NCCc1ccncc1)c1ccc2nc(Cc3cccc(Cl)c3)oc2c1	7.6	3.8	-1.0	-4.4	-1.0	0.7	-22.1	-7.8	7.1
COCCNC(=O)CSc1nc(N)c(NC(=O)c2ccccc2F)c(=O)[nH]1	1.4	16.2	0.6	7.0	1.0	2.2	13.0	-27.9	-16.6
O=C(NCc1ccco1)C1CCN(S(=O)(=O)c2cccc([N+](=O)[O-])c2)CC1	-0.1	-1.3	0.1	-1.8	0.1	1.1	-18.5	12.9	13.6
Cc1ccc(S(=O)(=O)CCC(=O)Nc2ccc(F)cc2)cc1	-0.4	-9.5	0.5	0.6	-0.5	6.0	5.2	1.1	-2.0
CSCCC1NC(=O)N(CC(=O)Nc2c(C(C)C)cccc2C(C)C)C1=O (configuration not stated)	0.6	-0.9	1.4	-5.3	-0.5	-4.1	4.6	-4.8	0.3

Screening results from PubChem.
